# CXCR6 block: CXCR6 (human) receptor inhibition | hit rate 0.36% among 360,000 | inhibition, % at 20 µM | CHO-K1 PathHunter CXCR6 beta-arrestin, luminescence; in the data active means inhibition above about 34%, passing the limit was not always enough;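 further: antagonist mode with CXCL16 agonist at 10 nM final; 0% = 10 nM CXCL16 with DMSO and 100% = unstimulated wells without agonist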
# A3A deaminase: inhibitors of human APOBEC3A DNA deaminase; hit rate 0.41% among 330,000; inhibition, % at 20 µM; P31941; recombinant A3A, FAM/TAMRA ssDNA deamination fluorescence;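 active means at least 40% inhibition at 20 µM here, with at most 30% in a related deaminase screen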;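 further: plate controls were A3A with DMSO for no effect and wells lacking A3A enzyme for full effect; some results filed as inactive read as strong as hits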
# Target sequence (P31941 whole entry, looked up): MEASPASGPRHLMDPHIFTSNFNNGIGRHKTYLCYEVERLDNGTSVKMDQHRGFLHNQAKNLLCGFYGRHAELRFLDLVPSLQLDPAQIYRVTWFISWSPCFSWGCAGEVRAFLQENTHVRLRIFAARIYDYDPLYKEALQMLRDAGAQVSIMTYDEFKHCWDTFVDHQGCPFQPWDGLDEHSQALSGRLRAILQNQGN
# CCR6 antag: antagonists of human CCR6 receptor; P51684; CHO-K1 CCR6 PathHunter beta-arrestin, luminescence, CCL20-stimulated; inhibition, % at 20 µM; hit rate 0.49% among 340,000; AID 493098;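 active means compounds whose inhibition of the agonist-driven luminescence signal at 20 µM reaches about 50%, limit read from the data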;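 further: cells stimulated with CCL20 at 14 nM final; plate controls were DMSO with CCL20 for no effect and DMSO without agonist for full effect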
# Target sequence (P51684 whole entry, looked up): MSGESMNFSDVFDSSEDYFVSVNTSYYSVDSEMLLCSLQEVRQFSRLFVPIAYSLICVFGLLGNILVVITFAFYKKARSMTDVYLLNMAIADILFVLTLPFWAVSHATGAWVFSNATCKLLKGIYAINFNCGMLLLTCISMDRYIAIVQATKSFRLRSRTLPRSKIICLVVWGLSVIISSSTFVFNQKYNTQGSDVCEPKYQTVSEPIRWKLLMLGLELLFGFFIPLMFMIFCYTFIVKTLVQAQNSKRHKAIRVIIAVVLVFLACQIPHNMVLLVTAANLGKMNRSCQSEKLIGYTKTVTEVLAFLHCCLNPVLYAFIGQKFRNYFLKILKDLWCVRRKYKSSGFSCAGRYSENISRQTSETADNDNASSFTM
# GRIN3A LBD mod: modulates the human NR3A ligand-binding domain; hit rate 2.5% among 340,000; Tm shift relative to glycine control, % at 25 µM; NR3A LBD differential scanning fluorimetry, Tm shift; 0% = protein alone, 100% = glycine-bound protein;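 active means melting temperature shift of at least 10% of the positive control shift, at one fixed dose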
# EBI2 antag: EBI2 (human) antagonism. hit rate 0.81% among 360,000. inhibition, % at 5 µM. P32249. AID 651636. EBI2 beta-arrestin recruitment, luminescence, 7a,25-OHC stimulated; in the data active means inhibition above about 38%;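 further: enzyme fragment complementation signal reports receptor beta-arrestin coupling in cells; 0% = agonist plus DMSO wells and 100% = wells without agonist; some results beyond the cut were filed as inactive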
# APOBEC3G inh: blocks human APOBEC3G single-stranded DNA deamination; recombinant A3G, ssDNA deamination FAM/TAMRA fluorescence; inhibition, % at 20 µM; hit rate 0.28% among 330,000; AID 493012;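 active means inhibition of at least 40% at 20 µM, with no more than 30% in the related APOBEC3A deaminase screen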;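 further: plate controls were DMSO wells with A3G for no effect and wells lacking A3G enzyme for full effect; some compounds called inactive have numbers as strong as hits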
# Target sequence (Q9HC16 whole entry, looked up): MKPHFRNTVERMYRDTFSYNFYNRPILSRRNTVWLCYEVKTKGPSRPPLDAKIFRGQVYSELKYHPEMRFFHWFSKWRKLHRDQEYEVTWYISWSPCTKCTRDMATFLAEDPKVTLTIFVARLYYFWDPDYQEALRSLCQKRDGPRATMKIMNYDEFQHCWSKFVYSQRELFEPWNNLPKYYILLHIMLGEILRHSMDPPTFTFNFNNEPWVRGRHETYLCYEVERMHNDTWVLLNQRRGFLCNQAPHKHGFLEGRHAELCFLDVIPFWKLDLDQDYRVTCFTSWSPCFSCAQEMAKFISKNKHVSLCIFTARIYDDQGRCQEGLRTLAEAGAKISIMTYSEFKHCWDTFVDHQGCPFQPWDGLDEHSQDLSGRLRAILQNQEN
# Gli-Sufu antag: Gli-Sufu pathway antagonism | inhibition, % at 5 µM | Sufu-KO-LIGHT fibroblasts, Gli luciferase reporter luminescence | hit rate 0.74% among 340,000 | AID 588413;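 active means inhibition above about 55%, limit read from the data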;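 further: 0% = DMSO-treated cells and 100% = wells with medium but no cells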
# MPTP inh: permeability transition pore inhibition. isolated mouse mitochondria, Ca2+ swelling absorbance, 30 min. inhibition, % at 10 µM. hit rate 1.4% among 360,000;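 active means inhibition of 50% or more, scaled per plate between neutral and stimulator controls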;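 further: 0% = DMSO wells given calcium and 100% = 1 mM EGTA wells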
# Numbers without * were called inactive; x = no result given.
SMILES,CXCR6 block,A3A deaminase,CCR6 antag,GRIN3A LBD mod,EBI2 antag,APOBEC3G inh,Gli-Sufu antag,MPTP inh
CCC1(C)Cc2ccccc2-c2[nH][nH]c(=O)c21 (centres undefined),-3,-3,1,1,7,-4,6,0.5
COc1cc(NC(=O)c2ccccc2)ccc1NC(=O)c1cc2ccccc2o1,-1,-3,-5,2,-10,-7,-9,0.6
N/C(=N\OC(=O)C12CC3CC(CC(C3)C1)C2)c1ccccn1,-3,-2,4,-2,-23,1,-36,1.0
COc1cc(NC(=S)NN2CCOCC2)cc(OC)c1,2,x,-3,0,-9,x,19,-1.3
CC1CCC/C(=C\Nc2ccccc2C(=O)O)C1=O (centres undefined),-6,-2,-4,0,-23,-4,-8,-0.8
COCC(C)n1c(C)cc(C(=O)COc2ccc(N(C)S(=O)(=O)c3ccc(NC(C)=O)cc3)cc2)c1C (centres undefined),6,-1,18,0,-5,-5,11,-2.7
CNc1nc(C)nc(-n2nc(C)cc2C)n1,-5,-2,1,-1,-3,-4,-3,0.2
O=C(O)c1cc(-c2ccc3ccccc3c2)nc2ccc(F)cc12,-3,-4,0,2,6,-5,-4,-0.7
CC1CCN(C2(O)C(=O)Nc3ccc(Br)cc32)CC1 (centres undefined),4,-2,11,0,9,-7,42,-0.4
CCC(C)[C@H]1COCCS(=O)(=O)N1Cc1ccc(C)cc1 (some centres undefined),4,-1,11,-4,-7,-6,-7,-0.2
O=C1c2ccccc2C(=O)C1C(=O)C1CC1,1,x,6,2,-3,x,8,-0.9
CCc1ccc(NC(=O)C2CCN(S(=O)(=O)c3cnc[nH]3)CC2)cc1,-4,-4,2,1,0,-5,5,0.0
CC(=O)CCC(=O)N1CCCC(N2CCN(c3cccc(Cl)c3)CC2)C1 (centres undefined),-9,1,5,0,-16,-2,7,0.8
O=C(c1ccc(-c2cccc(C(F)(F)F)c2)o1)N1CCCC(C(F)(F)F)C1 (centres undefined),2,-4,7,-11,11,-2,-10,1.2
O=S(=O)(NCc1c(Cl)cccc1Oc1ccccc1)c1ccc(F)cc1,8,-2,5,-13,-19,-10,4,12

# Ordered by the number under EBI2 antag (descending): 3 from the list above.
Compound	EBI2 antag
CCc1ccc(NC(=O)C2CCN(S(=O)(=O)c3cnc[nH]3)CC2)cc1	0
CC(=O)CCC(=O)N1CCCC(N2CCN(c3cccc(Cl)c3)CC2)C1 (centres undefined)	-16
O=S(=O)(NCc1c(Cl)cccc1Oc1ccccc1)c1ccc(F)cc1	-19

# (cont.)
SMILES,CXCR6 block,A3A deaminase,CCR6 antag,GRIN3A LBD mod,EBI2 antag,APOBEC3G inh,Gli-Sufu antag,MPTP inh
CN(C)c1ccc(/C=N/NC(=O)CN(c2ccccc2Cl)S(C)(=O)=O)cc1Br,2,-5,6,-7,8,-7,1,1.3
COc1ccccc1NC(=O)Nc1ccc2c(c1)CCC2,-1,2,2,3,-4,7,-66,-0.6
Cc1ccccc1NC(=O)Cc1nnc(N)s1,2,-1,5,1,-1,-3,8,0.9
COc1ccc(-c2cc(N)n(S(=O)(=O)c3ccc(F)cc3)n2)cc1OC,-12,-3,-12,-4,-6,-7,7,42
O=c1onc(-c2ccccc2)c2ccccc12,10,1,22,0,9,1,0,1.1
Cc1nc(N2CCC(C)CC2)c2nnn(Cc3ccccc3)c2n1,10,-2,32,-1,2,-6,2,-4.6
COc1ccc(/C=C2\SC(N)=NC2=O)cc1Br,-12,-3,-1,-3,-25,8,-10,0.5
COc1cc(S(=O)(=O)N2CCOCC2)ccc1NC(=O)CN1c2cccc3cccc(c23)S1(=O)=O,-1,5,17,2,-10,1,0,-0.9
CCN(CC)S(=O)(=O)c1ccc(Oc2ccccc2OC)cc1,0,-7,3,-2,-5,-7,2,0.1
O=C(Nc1ccccc1F)c1cc(C(=O)Nc2ccccc2F)cc([N+](=O)[O-])c1,-2,-1,15,-8,4,-4,-1,1.7
COc1ccc(CC2S/C(=N/N=C/c3ccc(O)cc3)NC2=O)cc1 (centres undefined),3,-1,2,-3,-10,-5,-25,0.2
Cc1c(-c2ccccc2)sc(N)c1C(=O)N1CCOCC1,2,1,3,5,0,-3,-11,-1.9
S=c1[nH]nc(NCCc2ccccc2)s1,1,-1,4,0,-12,43*,-18,1.7
COc1ccc(NC(=O)Nc2ccc3[nH]ccc3c2)cc1,-13,1,6,35*,7,0,-40,-0.7
O=C(Nc1cc2ccccc2oc1=O)c1ccccc1,-1,-2,23,-2,2,-5,-29,-1.0

# Record cards, as listed above:
# Cc1ccccc1NC(=O)Cc1nnc(N)s1 in the list: CXCR6 block: 2; A3A deaminase: -1; CCR6 antag: 5; GRIN3A LBD mod: 1; EBI2 antag: -1; APOBEC3G inh: -3; Gli-Sufu antag: 8; MPTP inh: 0.9
# COc1ccccc1NC(=O)Nc1ccc2c(c1)CCC2 in the list: CXCR6 block: -1; A3A deaminase: 2; CCR6 antag: 2; GRIN3A LBD mod: 3; EBI2 antag: -4; APOBEC3G inh: 7; Gli-Sufu antag: -66; MPTP inh: -0.6

# Continuation:
SMILES,CXCR6 block,A3A deaminase,CCR6 antag,GRIN3A LBD mod,EBI2 antag,APOBEC3G inh,Gli-Sufu antag,MPTP inh
O=C(COC(=O)/C=C/c1ccccc1)NC(=O)NCc1ccccc1,17,-3,20,1,9,-7,-3,-1.9
CCN(/C=N/c1sc2c(c1C#N)CCCCC2)CC,-3,1,13,1,-10,-5,-77,-0.3
CC(C(=O)OCC(=O)N(C)C1(C#N)CCCCC1)N1C(=O)c2ccccc2C1=O (centres undefined),-1,-5,-3,3,-2,-7,1,-0.8
N#Cc1ccc(S(=O)(=O)Nc2ccccc2N2CCOCC2)cc1,8,-4,5,-1,15,-8,6,0.6
Nc1cc(N)nc(SCC(=O)Nc2cccc(S(=O)(=O)N3CCCCC3)c2)n1,2,-1,7,-3,-11,-7,7,2.1
COc1ccc(N2CC(C(=O)N/N=C/c3ccc([N+](=O)[O-])cc3)CC2=O)cc1 (centres undefined),-7,-5,1,1,4,-8,-6,1.5
COc1ccc(-c2nc(-c3ccccc3)c(-c3cc([N+](=O)[O-])ccc3C)[nH]2)cc1O,11,9,17,5,11,0,-31,2.4
Cc1c(C(O)CN2CCN(Cc3ccc4c(c3)OCO4)CC2)c2ccccc2n1C (centres undefined),6,-2,2,-3,19,0,13,1.2
Cc1ccccc1CN1CCN(c2ccc(S(=O)(=O)N3CCCC3)cn2)CC1,8,-1,18,0,18,-7,21,-0.3
O=C(NCc1ccc(OC(F)(F)F)cc1)C1CC(c2c(Cl)cccc2Cl)=NO1 (centres undefined),-6,2,9,-7,-7,-6,14,1.1
CN(C)S(=O)(=O)c1cccc(C(=O)NCCCn2ccnc2)c1,-1,4,-12,0,-12,-6,-5,-2.0
CC1CCCN(CCCNC(=O)c2cc3c(Cl)nc4ccccc4c3s2)C1 (centres undefined),-9,3,19,-2,3,-2,43,-5.3
COc1ccc(NC(=O)Nc2cccc3c2O[C@H](CN(C)S(C)(=O)=O)[C@@H](C)CN([C@H](C)CO)C3=O)cc1,-8,-2,9,2,-7,-8,4,-0.7
CC(=O)c1cccc(NC(=O)N(c2ccccc2)c2ccccc2)c1,-5,0,12,1,11,-1,-10,-1.3
CC1CC1C(=O)N(C)CC(=O)Nc1cccc(F)c1 (centres undefined),3,16,2,3,0,-8,-10,-2.7
CC1CCCC(NC(=O)CN(C)CC(=O)Nc2cccc(F)c2)C1C (centres undefined),1,19,13,-1,1,2,4,-1.2
COC(=O)c1cc(C(=O)NCCCN2CCOCC2)cc([N+](=O)[O-])c1,-2,0,-5,-1,-2,-4,4,-0.2
O=C(CCNC(=O)N1CC(=O)Nc2ccccc21)NCc1cccc(Cl)c1,-1,-3,13,0,-1,-2,-24,-0.5
CSc1nnnn1-c1cccc(O)c1,-9,4,10,-1,4,-1,5,0.0
CCOc1ccc(N(CC(=O)NC2CCCCC2)C(=O)CNC(=O)c2cccs2)cc1,-2,-1,7,0,6,-4,7,-1.9
CCOc1ccccc1NC(=O)N1CCCC1C(=O)Nc1ccc(NC(C)=O)cc1 (centres undefined),-4,-1,0,-1,-1,-2,-7,0.9
Cc1cccc(NC(=O)c2cc(-c3cc(C)c(C)cc3O)n[nH]2)c1,-16,-4,-10,14*,5,-5,-37,0.4
CC1(C)Cc2ccccc2-c2nnc(SCC(=O)N3CCc4ccccc43)n21,-3,-2,2,0,2,-11,0,4.4
CC(C)C[C@H](NC(=O)c1[nH]cnc1C(=O)N[C@@H](C)C(=O)OCc1ccccc1)C(=O)OC(C)(C)C,6,-3,-1,-19,21,-4,-8,0.1
Cc1nc(/N=C(\N)N(C)C)[nH]c(=O)c1C,-1,1,2,6,-8,4,-3,0.7
COc1ccc(S(=O)(=O)O/N=C2\CCSc3ccc(C)cc32)cc1,-4,-1,9,4,-3,-6,19,59*
CS(=O)(=O)NNC(=O)c1csc(Cc2c(Cl)sc3ccc(Cl)cc23)n1,0,-2,11,0,1,-7,4,-0.5
NS(=O)(=O)c1ccc(CCNC(=O)c2ccc(Cl)nc2)cc1,4,4,-11,2,1,-5,-4,0.0
CCOc1ccc(NC(=O)c2cccc(NC(C)=O)c2)cc1S(=O)(=O)N1CCCC1,-1,13,10,3,-3,-15,0,-1.7
C/C=C(\C)C(=O)OC(C)(C)[C@@H]1Cc2cc3ccc(=O)oc3cc2O1,-3,-2,21,1,-16,2,x,8.2
COCCN(C(=O)CSc1nnc(Nc2ccc(C)cc2)s1)c1c(N)n(CC(C)C)c(=O)[nH]c1=O,1,3,3,0,-4,-3,5,-0.5
Cn1cncc1C#Cc1c(C=O)n(C)c2ccccc12,0,0,3,0,-6,-9,-4,0.3
C#CC(=O)N(c1ccc(OC)cc1OC)C(C(=O)NC1CCCC1)c1cccs1 (centres undefined),0,0,5,-2,40,-5,57*,-0.7
O=C(CNC(=S)N(Cc1ccccc1)Cc1cccnc1)NCc1ccccc1,5,-3,-1,0,-8,-7,10,-0.8
O=C(COC(=O)c1ccc(Cl)nc1)Nc1nnc(-c2ccccc2)o1,10,2,-15,-1,4,-10,-8,-1.4
CCC(C)(C)C1CCC2(CC1)NC(=O)N(CC(=O)N(C)CC(=O)Nc1ccccc1C(F)(F)F)C2=O (centres undefined),-3,6,3,-2,-3,26,10,2.2
COCCNC(=O)CCn1c(=O)oc2ccccc21,8,-1,1,-2,-10,1,7,-0.2
CC(C)N1CCc2c(sc(NC(=O)c3ccc(S(=O)(=O)N4CCOCC4)cc3)c2C#N)C1,12,-23,14,-1,-3,-57,-1,-0.7
COC(=O)c1cc2n(n1)CCCNC2=O,1,0,0,-1,9,-2,-3,-1.3
CCC1(C)OC(=O)N(CCCn2ccnc2C)C1(C)O (centres undefined),-2,-3,-3,0,2,-4,3,0.7
CC(=O)Nc1ccc(N2CCN(c3ccc(F)cc3)CC2)cc1,4,-1,-9,-2,7,-5,6,0.5
O=C(c1cc[n+]([O-])cc1)N1CCc2c([nH]c3ccccc23)C1c1ccccc1Cl (centres undefined),-12,-4,-4,1,5,-7,-11,-0.7
COc1ccc(/C=N\NC(=O)CCN2CCN(c3ccccc3)CC2)cc1OC,-1,1,-7,-1,4,0,-12,-0.4
Cc1ccc(C(=O)NCC(=O)OCC(=O)Nc2cc(S(=O)(=O)N3CCOCC3)ccc2C)cc1,3,-2,16,0,-15,-7,-6,-0.4
Cc1ccc(NS(=O)(=O)c2ccc(-n3cccn3)cc2)nc1,-4,0,5,3,1,3,9,-2.1
Cc1ccccc1NC(=S)NC1CCCC1,1,-9,13,1,6,-6,-14,0.8
COc1ccc(O)c(/C=N/NC(=O)c2ccc(N3CCCC3=O)cc2)c1,8,-5,1,-6,-1,-11,0,0.3
COc1ccc(NC(=O)CC2SC(=NCC3CCCO3)NC2=O)cc1 (centres undefined),7,-3,2,1,-5,-5,2,-0.2
CC(NC(=O)C1(c2cccs2)CCOCC1)c1ccccc1 (centres undefined),-11,-2,-5,-8,-1,-9,-14,-0.1
Cc1ccc2nnn(Cc3cccc(C(C)(C)C)c3O)c2c1,-3,1,8,-17,6,14,19,94*
CSc1nnc(-c2ccccc2)c(=O)[nH]1,-9,-3,0,-1,-9,-5,-1,-2.1
Cc1ccc(C(=O)COC(=O)CCNS(=O)(=O)c2ccccc2F)cc1,3,0,10,-1,2,-2,-1,-1.2
